Apaf-1 inh: inhibitors of human Apaf-1 apoptosome, primary screen, biochemical, DEVD-Rh110 fluorescence, uHTS; Apoptotic protease-activating factor 1 (Homo sapiens), O14727; reconstituted apoptosome caspase-3 activity; inhibition, % at 20 µM; actives 0.71% (n = 330,000); AID 489030, 2010; active = inhibition of at least 40% at 20 µM;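 note: plate controls were DMSO wells for no effect and DEVD-CHO caspase inhibitor wells for full effect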
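detection = Rh110 fluorescence intensity | test system = biochemical Apaf-1 apoptosome reconstitution | also added = cytochrome c and DEVD-Rh110 substrate | schedule = 30 min plus 50 min, RT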
PfGluPho inh: PfG6PD enzyme inhibitors, primary screen, biochemical, fluorescence intensity, uHTS; glucose-6-phosphate dehydrogenase-6-phosphogluconolactonase (Plasmodium falciparum 3D7); PfGluPho enzyme, NADPH resazurin-diaphorase fluorescence; inhibition, % at 20 µM; actives 0.78% (n = 350,000); AID 504690, 2011;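 active = inhibition reaching at least a set limit at 20 µM in the primary screen, cut at about 59% in these data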;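 note: 0% = DMSO wells with substrate and 100% = DMSO wells lacking glucose-6-phosphate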
HKDC1 inh: HKDC1 hexokinase inhibitors, primary screen, biochemical, fluorescence, uHTS; Q2TB90; recombinant HKDC1, G6PDH/diaphorase resazurin coupled fluorescence; inhibition, % at 20 µM; actives 0.16% (n = 340,000); AID 493160, 2011;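 active = inhibition above about 35% when tested at 20 µM, limit read from the data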;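 note: plate controls were DMSO wells with enzyme for no effect and DMSO wells lacking enzyme for full effect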
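test system = in-house recombinant HK5 (HKDC1) enzyme | amount = HKDC1 at 5 µg/mL | control set = DMSO-enzyme wells negative, buffer-substituted wells positive | compound = one dose of 20 µM, 1% DMSO | schedule = reaction time 90 min, room temperature, protected from light | technique = resorufin fluorescence at 613 nm | reagent = glucose with 1 mM ATP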
SENP6 block: SENP6 protease inhibitors, primary screen, biochemical, luminescence, uHTS; Sentrin-specific protease 6 (Homo sapiens), Q9GZR1; Recombinant SENP6 catalytic domain, aminoluciferin luminescence; inhibition, % at 10 µM; actives 1.8% (n = 330,000);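 active = inhibition above about 50% at the single tested dose, limit read from the data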;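 note: plate controls were DMSO wells with enzyme for no effect and DMSO wells lacking enzyme for full effect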
SENP8 block-1: human SENP8 protease inhibitors, primary screen, biochemical, fluorescence, Nedd8 protein substrate, uHTS; recombinant SENP8; AID 602440, 2012; actives 0.64% (n = 360,000); inhibition, % at 20 µM; Sentrin-specific protease 8 (Homo sapiens), Q96LD8; in the data active = inhibition mostly above about 40%, no sharp cut-off; inactive = mostly below about 27%
Target sequence (Q96LD8 whole entry, looked up): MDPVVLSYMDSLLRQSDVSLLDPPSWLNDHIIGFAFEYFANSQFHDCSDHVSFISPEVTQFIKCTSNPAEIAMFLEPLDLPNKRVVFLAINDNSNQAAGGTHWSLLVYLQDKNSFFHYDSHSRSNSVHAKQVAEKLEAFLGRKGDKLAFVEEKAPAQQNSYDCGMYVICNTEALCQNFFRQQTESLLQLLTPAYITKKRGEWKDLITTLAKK
SENP8 block-2: SENP8 protease inhibitors, primary screen, biochemical, luminescence; Sentrin-specific protease 8 (Homo sapiens), Q96LD8; purified SENP8, Z-RLRGG-aminoluciferin cleavage; inhibition, % at 10 µM; actives 1.2% (n = 330,000); AID 2540, 2010; in the data active = inhibition above about 50%
SENP1 inh: human SENP1 catalytic domain inhibitors, primary screen, biochemical, FRET, uHTS | inhibition, % at 10 µM | actives 0.21% (n = 360,000) | recombinant SENP1 catalytic domain, CyPet-SUMO1-YPet FRET cleavage | Sentrin-specific protease 1 (Homo sapiens), Q9P0U3;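 active = inhibition at least 30% at 10 µM, raw YFP signal under a set limit, fluorescence ratio 0.5 to 1.5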;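 note: 0% = enzyme with DMSO and 100% = no enzyme wells; some results filed as inactive read as strong as hits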
Target sequence (Q9P0U3 419-644 limits assumed): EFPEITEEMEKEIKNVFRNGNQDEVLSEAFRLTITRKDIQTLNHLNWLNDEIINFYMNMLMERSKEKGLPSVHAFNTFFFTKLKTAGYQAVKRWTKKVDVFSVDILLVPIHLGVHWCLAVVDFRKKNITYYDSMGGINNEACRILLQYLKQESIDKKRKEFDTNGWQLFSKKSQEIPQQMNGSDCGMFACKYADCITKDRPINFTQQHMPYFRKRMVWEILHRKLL
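Material: hSENP1 catalytic domain, recombinant; medium: Tris pH 8 with BME, BSA, NP40 and catalase; compound: single concentration of 10 µM compound, 0.5% DMSO final; technique: FRET read of cyan and yellow fluorescence; timing: 50 min enzyme reaction, room temperature, light-protected; reagent: SFCypet-SUMO1-SFYpet substrate at 25 nM; control set: no-enzyme low, enzyme-DMSO high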
SENP7 block: SENP7 protease inhibitors, primary screen, biochemical, luminescence, uHTS; AID 434973, 2010; inhibition, % at 5 µM; actives 1.5% (n = 330,000); Sentrin-specific protease 7 (Homo sapiens), Q9BQF6; recombinant SENP7, Z-RLRGG-aminoluciferin luminescence, 40 min;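 active = inhibition above about 50% at the single test dose, limit read from the data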;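 note: plate controls were DMSO with enzyme for no effect and no enzyme buffer wells for full effect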
Target sequence (Q9BQF6 706-1050 limits assumed): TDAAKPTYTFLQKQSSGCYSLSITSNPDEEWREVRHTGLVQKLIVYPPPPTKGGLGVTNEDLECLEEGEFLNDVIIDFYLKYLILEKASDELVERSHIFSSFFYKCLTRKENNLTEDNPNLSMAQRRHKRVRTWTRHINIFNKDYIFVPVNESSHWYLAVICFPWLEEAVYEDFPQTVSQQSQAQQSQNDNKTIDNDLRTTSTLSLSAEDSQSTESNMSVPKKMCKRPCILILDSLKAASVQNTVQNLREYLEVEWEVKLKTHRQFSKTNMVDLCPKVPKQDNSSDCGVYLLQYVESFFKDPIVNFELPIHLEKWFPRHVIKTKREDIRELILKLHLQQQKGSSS
An asterisk follows results filed as active; x = not tested or not shown.

item	compound	SENP8 block-1	Apaf-1 inh	SENP1 inh	SENP6 block	HKDC1 inh	SENP8 block-2	PfGluPho inh	SENP7 block
1	COc1ccc(CC(=O)NNC(=O)c2c(-c3ccccc3Cl)noc2C)cc1OC	17	-15	2	1	-2	2	-3	1
2	CCCCN(C)C(=O)c1c[nH]c2ccc(S(=O)(=O)N3CCOCC3)cc2c1=O	-254	-2	0	-1	-7	5	7	2
3	CCOC(=O)C(O)(C1C(=O)CC(C)(C)CC1=O)C(F)(F)F (stereo not drawn)	8	0	1	-26	4	0	2	1
4	C[C@H](NC(=O)c1ccco1)C(=O)NC1CCCCCC1	-7	1	2	-4	-2	-14	19	-9
5	O=C(NC1CCCCCCC1)c1ccccc1-c1ccccc1	8	16	3	11	-7	-4	-8	7
6	Cc1ccc(C2CC(=O)NC(SCc3ccccc3)=C2C#N)o1 (stereo not drawn)	-12	1	-3	-1	17	-4	1	8
7	Cc1ccc2nc3c(cc(C(=O)NCCc4ccccc4)c(=N)n3CCN3CCOCC3)c(=O)n2c1	-315	16	-26	-8	-3	-9	15	5
8	CC(=O)Nc1ccc2c(c1)C(=O)N(c1ccc(C)cc1)C2=O	21	-4	1	10	-3	-11	-18	1
9	NC(=O)c1ccccc1NC(=O)c1ccccc1Cl	12	0	-4	-30	-6	5	-9	3
10	COc1ccc(S(=O)(=O)N2CCCCC2)cc1NC(=O)C1CCCO1 (stereo not drawn)	4	2	2	-1	-6	0	-11	-4
11	CCC(C)(C)NC(=O)C1CCN(c2nc(C)cc(C)n2)CC1	-29	-13	5	-13	-10	1	-4	2
12	Oc1ccc(/C=N/Nc2ccc(C(F)(F)F)cn2)cc1O	x	9	x	-5	3	-17	18	-15
13	O=C(N/N=C/c1ccco1)c1cc(-c2ccc(Cl)cc2)n[nH]1	-2	5	-2	-14	0	1	6	0
14	Cc1ccc(C)c(OCc2cc(C(=O)N(C)Cc3ccccn3)no2)c1	3	13	0	9	1	16	1	3
15	COc1cccc(NC(=O)C(=O)NCCc2ccc(F)cc2)c1	16	-8	1	7	-7	-4	0	21
16	CCN(c1ccccc1)S(=O)(=O)c1ccc2[nH]cc(C(=O)N3CCOCC3)c(=O)c2c1	-167	-9	-1	-29	-6	-7	-4	-8
17	CCOc1ccc(OCCC(=O)NNC(=O)c2cc(C)oc2C)cc1	10	5	0	-8	-5	5	-5	-2
18	Cn1c(=O)c(NCCc2ccccc2)c2c3c(cccc31)C(=O)c1ccccc1-2	-232	5	-24	-5	2	-1	1	3
19	CN(C)c1nc(Oc2ccc(OCCOc3ccccc3)nn2)nc(N(C)C)n1	4	-1	1	6	-8	2	-1	3
20	Cn1nc(-c2ccccc2F)c2cc(C(=O)N3CCN(C(=O)c4ccco4)CC3)sc21	3	22	3	-10	0	-6	-14	-1

As entered above.
SENP1 inh result of entry 3 is entered as 1
SENP8 block-2 result of entry 15 is entered as -4

Next section
item	compound	SENP8 block-1	Apaf-1 inh	SENP1 inh	SENP6 block	HKDC1 inh	SENP8 block-2	PfGluPho inh	SENP7 block
21	CCOC(=O)Nc1cc2c(cc1C(C)=O)OCO2	-245	-6	1	-4	-4	-10	-17	-11
22	CCOC(=O)C1=CN(Cc2cccc(F)c2)S(=O)(=O)NC1c1ccc2ccccc2c1 (stereo not drawn)	-6	17	1	x	1	x	8	6
23	Cc1cc(OCC(=O)NNC(=O)c2ccncc2)ccc1C(C)C	12	-8	2	-1	-5	-2	-4	-4
24	C[C@H](CO)N1C[C@H](C)[C@@H](CN(C)S(=O)(=O)c2cccs2)Oc2ccc(NC(=O)Nc3ccc4c(c3)OCO4)cc2C1=O	-7	17	2	-11	5	-6	15	8
25	O=S(=O)(NCCc1ccccc1)c1ccc(Br)cc1	2	8	0	3	4	4	8	9
26	Cc1c(Cc2ccccc2)c(=O)oc2cc(OCC(=O)NCc3ccccn3)ccc12	-312	9	-2	3	-4	-8	4	11
27	O=C(c1ccco1)N(Cc1cccc(Cl)c1)C1CCS(=O)(=O)C1 (stereo not drawn)	9	8	1	9	1	2	-16	4
28	O=C(NC1CCCC1)C1CC(O)CN1C(=O)Nc1ccccc1 (stereo not drawn)	23	1	-1	-7	-6	-8	-9	-5
29	COC(=O)[C@]1(C)N[C@H](CN(C)C(C)=O)[C@@H]2C(=O)N(Cc3ccccc3)C(=O)[C@@H]21	10	-6	1	10	2	9	1	6
30	Cc1cccc(C)c1NC(=S)NCc1ccccc1	20	4	4	5	-8	-3	10	1
31	CN(C)c1nc(NCc2ccccc2)nc(SCC(=O)Nc2ccccc2Cl)n1	-6	18	1	-8	-4	-10	18	-3
32	CN1CCN(C2=NC3(CCCC3)C(C#N)C(=O)N2)CC1 (stereo not drawn)	8	-6	1	-1	-2	5	-7	3
33	O=C(NCCc1ccco1)C(=O)NCC1OCCCN1S(=O)(=O)c1cc(F)ccc1F (stereo not drawn)	4	-8	-2	-1	-3	4	-6	1
34	CC(=O)Nc1ccc(NC(=S)NC(=O)/C=C/c2ccc(Cl)cc2)cc1	6	-9	2	12	-9	5	3	10
35	COc1ccc(CN2CCSCC2)c(C)c1C	15	-18	-1	2	-11	-14	-11	22
36	CC(C)c1ccc2[nH]c(O)c(N=NC(=O)c3cccc(S(=O)(=O)Nc4cccc(Cl)c4)c3)c2c1	16	-15	0	-26	8	-4	-38	0
37	O=C(Cn1ncc(N2CCCC2)c(Cl)c1=O)c1ccc(Cl)cc1	20	3	0	-34	0	-2	10	6
38	COC(=O)Cn1nnc2c(cnn2-c2ccccc2)c1=O	-83	-3	2	-2	3	1	8	-6
39	CC(C)CNC(=O)NC(=O)COC(=O)Cn1cnc2ccccc2c1=O	-25	-2	0	-8	-4	-4	-4	-14
40	COc1cc(/C=N/NC(=O)C2CC(=O)N(c3ccc(C)cc3)C2)cc(OC)c1OC (stereo not drawn)	9	5	1	2	0	1	-10	4
41	Cc1ccc(C(=O)Nc2ccc(N3CCCC3)cc2)cc1	10	1	0	7	-10	-6	6	-7
42	O=C(c1ccc([N+](=O)[O-])cc1)N1CCN(c2cccc3[nH]ccc23)CC1	24	-3	1	-6	2	4	-1	3
43	CNC(=O)COc1coc(CN2CCN(C(=O)c3ccco3)CC2)cc1=O	8	-4	0	-8	-9	13	11	4
44	CC1CCCCC1NC(=O)CN(C)S(=O)(=O)c1ccc2c(c1)c(=O)n(C)c(=O)n2C (stereo not drawn)	10	3	0	16	1	3	-12	5
45	Cc1onc(-c2ccccc2Cl)c1C(=O)NC(=S)NCc1cccnc1	13	8	2	-13	-8	-4	-1	10
46	Nc1nc2c(c(=O)[nH]1)C(c1cccc3ccccc13)C1=C(N2)c2ccccc2C1=O (stereo not drawn)	-28	x	-25	x	12	x	-6	x
47	COc1ccc2c(c1)N(C(=O)CN1C(=O)C3CCCCC3C1=O)C(C)(C)C=C2C (stereo not drawn)	15	8	2	15	1	4	10	5
48	Cc1ccc2cc(/C=N/NC(=O)[C@H]3C[C@@H]3c3ccccc3)c(Cl)nc2c1	-32	7	-1	4	-5	0	7	-4
49	CCN1CCN(c2ccc(S(=O)(=O)N3CCCCC3)cc2NC(=O)Cc2c(F)cccc2Cl)CC1	1	-14	-1	-30	2	-10	3	8
50	O=C(COc1ccc(Cl)cc1)NNC(=O)CSc1nncs1	13	-10	3	21	-1	-2	20	6
51	O=C(CN1CCN(c2ccccc2F)CC1)c1ccc2cc[nH]c2c1	-312	-1	-4	4	5	4	7	-9
52	O=C(NC1CC2CCCC(C1)N2Cc1ccc(F)cc1)c1ccc(F)cc1 (stereo not drawn)	9	1	0	-8	2	-13	0	9
53	O=S(=O)(Nc1ccccc1Cl)c1cc(NC(=S)NCCN2CCOCC2)ccc1Cl	14	-14	0	-5	1	-4	-16	-2
54	C/C(=N\NC(=O)C(O)c1ccccc1)c1ccc(Cl)s1 (stereo not drawn)	9	-10	-2	-5	-7	-1	16	-5
55	COc1ccc(C(=O)c2nccc3ccccc23)cc1	8	13	2	-12	-8	-2	10	-1
56	CCN1C(=O)[C@@H]2[C@@H](c3ccc(-c4ccc(Cl)c(Cl)c4)cc3)N3CCCC[C@@]3(C(=O)OC)[C@@H]2C1=O	7	11	2	-4	9	10	16	-5
57	O=C(N/N=C/c1c[nH]c2ccccc12)C1CC1(c1ccccc1)c1ccccc1 (stereo not drawn)	9	-2	-3	3	1	6	25	0
58	O=C(CSC1CN(C(c2ccccc2)c2ccccc2)C1)N/N=C/c1ccc(Cl)cc1Cl	8	15	0	3	1	1	-7	-6
59	CN(CC(=O)NCCc1ccccc1)S(=O)(=O)c1ccc(Br)cc1	9	-8	0	-9	-2	-3	-5	5
60	Cc1nn(Cc2ccccc2Cl)c2sc(C(=O)NCCCn3ccnc3)cc12	1	4	-1	-11	5	-6	-3	0

3 compounds already listed, sorted by the number in HKDC1 inh, largest number first:
| item | mol | SENP1 inh | SENP6 block | HKDC1 inh | PfGluPho inh | SENP7 block |
| --- | --- | --- | --- | --- | --- | --- |
| 56 | CCN1C(=O)[C@@H]2[C@@H](c3ccc(-c4ccc(Cl)c(Cl)c4)cc3)N3CCCC[C@@]3(C(=O)OC)[C@@H]2C1=O | 2 | -4 | 9 | 16 | -5 |
| 52 | O=C(NC1CC2CCCC(C1)N2Cc1ccc(F)cc1)c1ccc(F)cc1 (stereo not drawn) | 0 | -8 | 2 | 0 | 9 |
| 54 | C/C(=N\NC(=O)C(O)c1ccccc1)c1ccc(Cl)s1 (stereo not drawn) | -2 | -5 | -7 | 16 | -5 |

High-throughput results as filed in PubChem.
